# RmlCD inh mix: RmlC and RmlD coupled enzyme inhibitors, primary screen, biochemical, 384-well, compound mixtures, retest; RmlC/RmlD coupled enzyme inhibition, 384-well mixture HTS; inhibition, % at 5.5 µM; 110,000 compounds, 0.39% hits; AID 1532, 2009; in the data active = inhibition above about 30%, passing the limit was not always enough; note: strong numbers were not always called active
# RT RNaseH block: HIV-1 RT RNase H inhibitors, primary screen, biochemical, fluorescence; 65,000 compounds, 1.9% hits; RT-RNase H RNA/DNA duplex cleavage; Gag-Pol polyprotein (Human immunodeficiency virus type 1 group M subtype B (isolate …; inhibition, % at 10 µM; in the data active = inhibition above about 50%
# * = called active by the depositor; · = not tested or not shown.
canonical_smiles	RmlCD inh mix	RT RNaseH block
O=C(NCc1ccco1)c1ccc(Cn2c(=O)c3ccccc3n(Cc3cccc(F)c3)c2=O)cc1	-10	·
Cc1cccc2cc(CN(Cc3ccc(F)cc3)C(=O)N3CCOCC3)c3nnnn3c12	-13	·
C=CCn1c(O)c(C(CC)=NCCN2CCOCC2)c(=O)[nH]c1=O	-13	-12
CCOC(=O)C1CCCN(Cc2ccc3c(c2)OCO3)C1 (stereo unspecified)	-5	-10
Nc1ccc(C2(c3ccc(N)cc3)CN3CCC2CC3)cc1	13	4
CCSc1nnc(NC(=O)CSc2nnc(Cc3cccn3C)n2-c2ccc(C)cc2)s1	8	-5
Fc1ccc(NC(=S)N/N=C/c2cccc(Br)c2)c(F)c1	-13	·
CC(C)N(C(=O)Cn1c(SCC(=O)Nc2nccs2)nc2ccccc21)C(C)C	-15	·
COC(=O)C(C)n1cnc2c(nnn2-c2cccc(Cl)c2)c1=O (stereo unspecified)	-10	-7
O=C(O)CC1Sc2ccccc2NC1=O (stereo unspecified)	2	25
CCCCn1nc2cc(C(=O)NCC34CC5CC(CC(C5)C3)C4)ccc2c1OC	-9	·
O=C(COc1ncnc2cc([N+](=O)[O-])ccc12)NCc1ccc2c(c1)OCO2	-15	·
COC(=O)C1=C(C(=O)c2ccc(C)cc2)C(c2ccc(O)c(OC)c2)n2nnnc2N1 (stereo unspecified)	-9	-4
COc1ccc(NC(=O)Cn2nnc(-c3ccccc3F)n2)cc1	-10	-6
Cc1nn(Cc2ccc(C(=O)NC3CCCCC3)o2)c(C)c1Br	-54	6
CN(c1ccccc1)S(=O)(=O)c1cc(C(=O)N2CCN(c3ccccn3)CC2)ccc1Cl	7	-59
COc1ccc(C2=NOC3(CC(=O)N(c4ccc(F)cc4)C3=O)C2)c(OC)c1 (stereo unspecified)	-35	·
CC(=O)Nc1sc2c(c1CN1CCN(c3ccccn3)CC1)CCCC2	-8	1
O=c1nc(C(F)(F)F)nc2ccccn12	8	6
C=CCn1c(C)cc(C(=O)CN2C(=O)NC3(CCCc4ccccc43)C2=O)c1C (stereo unspecified)	-7	·
CC1(OC(=O)C2CCCC2)C(=O)C=C2C=C3CCCN3C=C2C1=O (stereo unspecified)	-3	·
COc1ccc2c(c1)SCC(=O)N2C	4	·
CC1CCCCC1NC(=O)c1ccc(CNc2c(N3CCCC3)c(=O)c2=O)cc1 (stereo unspecified)	11	0
O=C(CSc1nc2cc(Cl)ccc2s1)NC(=O)NCc1ccco1	8	42
CCn1c(SCC(=O)Nc2cccc(NC(=O)c3cccs3)c2)nnc1-c1ccncc1	-8	1
O=C(Nc1nc2c(Cl)ccc(Cl)c2s1)c1ccco1	-6	-14
Cc1cccc(C)c1N1C(=O)c2ccccc2C1=O	6	-24
Cc1ccc(C(=O)Nc2c(C#N)c(C)c(C)n2Cc2ccccc2)cc1	30	·
C=CCNC(=S)NNC(=O)c1cccc2ccccc12	8	·
O=C(NC1CCCCC1)N1CCC(c2nc3ccccc3[nH]2)CC1	1	-8
Cn1cc(Cl)c(C(=O)N(Cc2ccccc2)c2ccccn2)n1	-6	-6
CC(C)[C@H](NC(=O)NCc1ccco1)C(=O)O	-3	-13
O=C(CN1CCOCC1)Nc1ccc(S(=O)(=O)N2CCCCCC2)cc1	-71	-6
C#CCOCCOCCOCCNc1nc(N2CCOCC2)nc(N2CCN(C(=O)[C@H](CCCCN)n3cc([C@@H](N)CO)nn3)CC2)n1	5	·
COc1cccc(CNC2CCCC2)c1	-11	-6
Cc1ccccc1C1=NCC(=S)Nc2ccc(Cl)cc21	-37	·
CC(=O)NC1(C(F)(F)F)NC(=O)N(C2CCCCC2)C1=O (stereo unspecified)	8	·
Cc1ccc(NC(=O)CSCC(N)=O)cc1C	6	-3
Cc1cc(C)n(CC(O)COc2ccccc2)n1 (stereo unspecified)	-18	·
CCCc1cc(=O)oc2cc(C)cc(O)c12	-7	·
CCC(Sc1ncccc1C(=O)OC(C)C)C(=O)NCc1ccco1 (stereo unspecified)	-8	·
COc1ccccc1CN(Cc1cc2cc(C)ccc2[nH]c1=O)Cc1nnnn1Cc1ccco1	20	19
CC1CCCCN1C(=O)CSc1nnc(-c2ccc(Cl)s2)o1 (stereo unspecified)	-7	-24
S=C(NCCSCc1ccc(Cl)c(Cl)c1)Nc1ccccc1	-13	·
C=CCN(CC(=O)NCc1ccc(F)cc1)C(=O)c1csnn1	-5	·
O=C(c1ccco1)N1CCN(C2CCCC2)CC1	·	1
CCOC(=O)c1cc(CN2CCOCC2)oc1-c1ccccc1	-7	4
Cn1c(=O)n(CC(=O)Nc2cccnc2)c2ccccc21	8	-1
CCN1C(=O)CSc2ccc(C(=O)NCCCN3CCOCC3)cc21	-4	6
COc1ccc(C2(O)CCN(C(=O)NC3CCCCC3)CC2)cc1	1	2
Cc1cccc(N(CC(=O)NCc2ccccc2)C(=O)Cn2nnc(-c3ccc(C)o3)n2)c1	4	11
COC(=O)c1cn(NC(=O)c2cc(OC)c(OC)c(OC)c2)c(=O)c2ccccc12	16	·
CCOC(=O)C1CN(S(=O)(=O)c2ccccc2)c2cc(S(=O)(=O)CC)ccc2O1 (stereo unspecified)	-13	·
CCC1CCCCN1C(=O)N[C@@H](CCSC)C(=O)OC (stereo partly specified)	-7	-4
COC(=O)c1c(NC(=O)CSc2ncnc3c2cnn3-c2ccccc2Cl)sc2c1CCCC2	-21	·
Cc1cccc(-c2nc(CS(=O)CC(=O)NCCCSC3CCCCC3)c(C)o2)c1 (stereo unspecified)	4	-7
COc1ccc(N2CCN(C(=O)CNC(=O)Cn3c(C)cc4ccccc4c3=O)CC2)cc1	21	-6
Cc1ccc(-c2noc(CCCC(=O)Nc3cccnc3)n2)cc1	-58	-2
Cc1cc(N2CCN(C)CC2)nc2ccc(NC(=O)CCC(=O)NCc3ccco3)cc12	-7	-3
Cc1cc(C(=O)Nc2sc(C)c(C)c2C#N)c(C)o1	-41	6

# Additional compounds follow:
canonical_smiles	RmlCD inh mix	RT RNaseH block
O=C(OCCN1C(=O)CCC1=O)c1ccc(S(=O)(=O)N2CCCCC2)cc1	0	-2
O=c1cc(O)nc(SCc2ccccc2)n1-c1ccc(F)cc1	-13	·
CSc1nc2nc(C(F)(F)F)cc(-c3ccccc3)n2n1	-13	·
CNS(=O)(=O)c1cccc2cccnc12	-6	·
O=C(O)[C@H]1CCCC[C@H]1C(=O)NCCNC(=O)[C@@H]1CCCC[C@@H]1C(=O)O	25	·
CCOC(=O)C(C(=O)OCC)N(C#N)c1nc(SC)nc(N(C)C)n1	-4	-11
CCOC(=O)c1c(C)oc(NC(=O)COc2ccc(Cl)cc2C)c1C#N	9	3
COc1cc(N2CN=c3s/c(=C\c4ccccn4)c(=O)n3C2)cc(OC)c1OC	8	-20
CCOc1ccc(N2C(=O)CC(N3CC(C)OC(C)C3)C2=O)cc1 (stereo unspecified)	-14	-10
Cc1snc(SCC(=O)N/N=C(\N)COc2ccc(F)cc2)c1C#N	4	·
COCc1nc(-c2cc(OC)c(OC)c(OC)c2)no1	-7	-3
CCCOc1ccc(Cn2cnc3ccccc32)cc1	8	-26
Clc1ccc(-c2n[nH]c3c2CCC3)c(Cl)c1	7	·
O=C1CC(N2CCN(C/C=C/c3ccccc3)CC2)C(=O)N1Cc1ccc(N2CCCC2=O)cc1 (stereo unspecified)	-10	5
Nn1c(SCC(=O)NC2CCCc3ccccc32)nnc1-c1cccs1 (stereo unspecified)	6	-25
CC1Cc2ccccc2N1C(=O)COC(=O)c1ccc(S(=O)(=O)N(C)C)cc1 (stereo unspecified)	-9	-16
COC(=O)c1cn[nH]c1NC(=S)Nc1ccc(C)cc1Cl	4	·
Cc1cc(C)c(S(C)(=O)=O)c(Oc2cccc(Cl)c2)n1	7	·
CCNC(=S)NNC(=O)c1cc(-c2cccc(OCC)c2)nc2ccccc12	-2	·
COc1ccc(CCNC(=O)C2CC(=O)N(c3ccccc3)C2)cc1OC (stereo unspecified)	-6	-3
O=C(Nc1nnc(C2CC2)s1)c1cccc(S(=O)(=O)N2CC(c3ccccc3)CC2=O)c1 (stereo unspecified)	4	·
CCOC(=O)CN(C(=O)CN1CCOCC1)c1ccc(Br)cc1	2	2
CC(C)c1c(C#N)c(N)nc(SCC(=O)c2cc3ccccc3oc2=O)c1C#N	-5	75*
COc1ccccc1NC(=O)c1ccc(NC(=O)CSc2nnnn2C)cc1	8	0
CCOc1ccccc1N1CCN(S(=O)(=O)c2cccs2)CC1	-6	-9
C=CCn1c(Br)nc2c1c(=O)n(C)c(=O)n2C	3	-2
COc1ccc(S(=O)(=O)NCCSC(C)(C)C)cc1Cl	8	-31
CCOc1ccccc1C(=O)Nc1cc(=O)n(C)c(=O)n1C	·	-12
Cc1cccc(N(CC(=O)NC2CCCCC2)C(=O)CCC(=O)Nc2cc(C)ccn2)c1	·	7
Cc1cc(C)nc(NC(=O)CSc2nc3ccccc3o2)n1	-4	·

# Shown with each value named: entries from further up.
> CCC1CCCCN1C(=O)N[C@@H](CCSC)C(=O)OC (stereo partly specified)
  RmlCD inh mix: -7 | RT RNaseH block: -4

> COc1ccc(C2=NOC3(CC(=O)N(c4ccc(F)cc4)C3=O)C2)c(OC)c1 (stereo unspecified)
  RmlCD inh mix: -35 | RT RNaseH block: ·

> C=CCNC(=S)NNC(=O)c1cccc2ccccc12
  RmlCD inh mix: 8 | RT RNaseH block: ·

> CSc1nc2nc(C(F)(F)F)cc(-c3ccccc3)n2n1
  RmlCD inh mix: -13 | RT RNaseH block: ·

# Further entries
canonical_smiles	RmlCD inh mix	RT RNaseH block
COc1cc(S(=O)(=O)N2CCN(Cc3ccccc3)CC2)ccc1Br	17	-6
COc1ccc(S(=O)(=O)n2nc(OC(=O)c3ccccc3Br)cc2N)cc1	·	-6
CC(C)C1(C)N=C(c2ncccc2C(=O)O)NC1=O (stereo unspecified)	7	·
COc1ccc(CNC(=O)c2cc(C3CC3)on2)cc1	8	-10
CN(C(=O)c1ccncc1)c1nnc(-c2ccncc2)s1	103*	-30
O=C1CC(N2CCOCC2)C(=O)N1c1cc(Cl)cc(Cl)c1 (stereo unspecified)	-9	17
COC(=O)CN1C(=O)Nc2ccc(Br)cc2C1c1ccccc1 (stereo unspecified)	-12	·
O=C1C2CCCN2c2ccc(S(=O)(=O)N3CCOCC3)cc2N1Cc1cccc(C(F)(F)F)c1 (stereo unspecified)	-10	·
N#Cc1cn(-c2ccccc2)nc1-c1ccco1	-12	·
CC(=O)OC(C(=O)NC1CCCCC1)c1ccncc1 (stereo unspecified)	8	-4
O=C(c1ccc(Cl)cc1)c1ccc(OCC(=O)N2CCOCC2)cc1	-4	2
N#Cc1nc(-c2cccs2)oc1NCc1ccccc1	47	-29
CCO[C@H]1OC(C(=O)NC2CC2)=C[C@@H](C2CCCCC2)[C@@H]1CCCO	-3	·
O=C1C2C3C=CC(C3)C2C(=O)N1c1n[nH]c(-c2ccccc2)n1 (stereo unspecified)	-11	·
COC(=O)c1cc(OC)c(OC)cc1NC(=S)N1CCC(C(N)=O)CC1	7	·
CS(=O)(=O)N1CCN(C2Cc3ccccc3C2)CC1	-4	·
CC(C)COC(=O)C(C#N)c1nc2ccccc2nc1N1CCN(Cc2ccc3c(c2)OCO3)CC1 (stereo unspecified)	3	14
Cc1cc(OC(=O)c2ccccc2)n(CCC#N)n1	3	-7
Nc1nc(N2CCCCC2)nc2ccccc12	·	-16
Cc1ccc(SCC(=O)N2CCOCC2)cc1	3	-3
O=C(Nc1ccccc1Cl)NC1(C(=O)NCCCN2CCOCC2)CCCCC1	-4	-4
O=C(Cn1cc(/C=N/NC(=O)c2cccc(C(F)(F)F)c2)c2ccccc21)Nc1ccc(F)cc1	-11	·
O=C(NCc1ccccn1)c1nnc(Cc2ccc(Cl)cc2)o1	·	-37
Cc1[nH]c2ccccc2c1C(=O)CN1CCCCC1C (stereo unspecified)	-22	1
Nc1c(Cl)cc(-c2csc(NC(CO)c3nc4ccccc4n3CCOCCO)n2)cc1Cl (stereo unspecified)	5	·
O=C1Nc2ccccc2/C1=C/c1cnc[nH]1	-5	·
COc1ccc(C(=O)Nc2cccc(C(=O)N3CCN(C)CC3)c2)cc1	11	-5
CCCCc1c(O)nc(SCC(=O)N2CCOCC2)[nH]c1=O	-4	-17
CCOC(=O)C1CCN(C(=O)c2sc3nc(-c4ccc(F)cc4)cn3c2C)CC1	·	0
Cn1c(Cc2ccccc2)nnc1SCC(=O)c1ccc(Br)s1	-54	-8

# Complete entries, looked up by structure. Values in the order: RmlCD inh mix | RT RNaseH block
# `O=C(NCc1ccccn1)c1nnc(Cc2ccc(Cl)cc2)o1` is entered as · | -37
# `CC(C)COC(=O)C(C#N)c1nc2ccccc2nc1N1CCN(Cc2ccc3c(c2)OCO3)CC1` (stereo unspecified) is entered as 3 | 14

# Next part
canonical_smiles	RmlCD inh mix	RT RNaseH block
COc1ccc(OC)c(NC(=O)Nc2ccccc2C)c1	-6	1
COc1ccc(CCC(=O)N2CCN(C3CCCCC3)CC2)cc1	0	0
O=C(O)c1ccc(N2Cc3ccccc3C2)cc1O	6	·
CC(C)CC(=O)NC1(C(F)(F)F)C(=O)N(Cc2ccccc2)C2=C1C(=O)CC(C)(C)C2 (stereo unspecified)	1	·
O=C(Cc1ccccc1)NCCCc1ccccc1	8	·
O=C(O)c1ccc(S(=O)(=O)c2ccccc2)cc1	7	-6
CC(Cc1ccccc1Sc1ccccc1O)N(C)C (stereo unspecified)	5	·

# Screening data from PubChem BioAssay.

# Only part of the results is shown (hit frequency here may not be typical).
